High-throughput results as filed in PubChem.
Chronic BCR inh: qHTS Assay to Find Inhibitors of Chronic Active B-Cell Receptor Signaling; ABC-DLBCL IkBa-CBG/CBR reporter, luminescence ratio, 4 h; Potency, µM (titrated, usually from 46.1 µM), without a hit: top-dose ratio change, negative = lower green/red ratio, usual class: inhibitors; 340,000 tested, 0.05% active; AID 493014, 2011; active means well fitted inhibition curve with a large enough effect in the signal ratio, with a control signal flat, not every such curve was filed as active; inconclusive means small, poorly fitted or top-dose-only effect, or effect the other way, or a change in a side signal; the % refers to the signal ratio;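 further: potency means the concentration at half of the fitted maximal effect; plate controls were basal doxycycline-induced cells for no effect and cells given 10 µM MG132 for full effect; MG132 reads +100%, hits lower the ratio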
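TMD8 ABC-DLBCL cells carrying doxycycline-inducible green luciferase fused to IkappaBalpha plus unfused red luciferase were exposed to compounds (up to 46 uM) for 4 hrs at 37C. Activity came from the overlap-corrected green/red luminescence ratio.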
hERG WT inh: qHTS for Inhibitors of KCHN2 3.1: Wildtype qHTS | U2OS, BacMam KCNH2, thallium flux FluxOr; stronger effect = lower value | Voltage-gated inwardly rectifying potassium channel KCNH2 (Homo sapiens), Q12809 | activity change, % at 1.84 µM | 340,000 tested, 0.37% active;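 active means maximum activity change below -70%; inconclusive means maximum activity change between -70% and -50%; inactive means maximum activity change above -50%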; further: on the % scale 0 is the no-effect control and ±100 the full control effect
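U2OS cells were transduced with wild-type KCNH2 virus (2.03 x 10^8 / mL) for 4 h at room temperature, then cultured overnight at 37 C. Thallium flux was read with FluxOr dye. Rate constants were normalized to DMSO controls.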
Eya2 phos inh: qHTS Assay for Inhibitors of the Phosphatase Activity of Eya2 | recombinant Eya2, OMFP fluorescence dephosphorylation (OMFP is methylfluorescein phosphate) | Potency, µM (highest dose often 76.9 µM), without a hit: at the highest dose activity, negative = inhibition, usual class: inhibitors | 330,000 tested, 0.006% active | AID 488837, 2010; further: potency means the concentration at half of the fitted maximal effect; on the % scale 0 is the no-effect control and ±100 the full control effect
Target sequence (O00167 whole entry, looked up): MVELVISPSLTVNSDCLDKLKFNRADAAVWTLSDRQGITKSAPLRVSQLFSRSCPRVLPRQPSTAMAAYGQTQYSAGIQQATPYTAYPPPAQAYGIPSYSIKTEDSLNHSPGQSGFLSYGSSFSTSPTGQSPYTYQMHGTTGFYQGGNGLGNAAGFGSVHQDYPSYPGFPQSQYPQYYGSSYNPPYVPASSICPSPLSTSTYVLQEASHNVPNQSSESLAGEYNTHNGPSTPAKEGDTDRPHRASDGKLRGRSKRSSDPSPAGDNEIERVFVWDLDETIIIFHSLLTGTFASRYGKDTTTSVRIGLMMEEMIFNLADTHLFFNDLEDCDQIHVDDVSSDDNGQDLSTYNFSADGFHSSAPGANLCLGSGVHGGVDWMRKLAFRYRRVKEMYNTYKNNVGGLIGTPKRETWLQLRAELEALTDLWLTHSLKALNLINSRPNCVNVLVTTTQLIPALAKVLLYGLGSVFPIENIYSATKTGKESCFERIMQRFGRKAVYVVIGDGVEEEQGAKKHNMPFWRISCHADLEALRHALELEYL
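Eya2 (0.2 uM) preincubated 10 min at ambient with compound, then OMFP substrate added at 50 uM; 10 min reaction in 50 mM HEPES pH 7.5, 50 mM NaCl, 5 uM MgCl2, 0.05% BSA, 1 mM DTT. Fluorescence read at Ex 485/Em 525 nm.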
MBNL1-CUG inh: qHTS Assay for Inhibitors of MBNL1-poly(CUG) RNA binding; Muscleblind-like protein 1 (Homo sapiens), Q9NR56; TR-FRET MBNL1-His/biotin-(CUG)12 binding, 665/545 ratio; Potency, µM (series often up to 57.5 µM), for inactives: top-dose activity change, negative = inhibition, hits mostly inhibitors; 280,000 tested, 0.036% active; AID 2675, 2010; active means well fitted inhibition curve with a large enough effect in the signal ratio, with a control signal flat, not every such curve was filed as active; inconclusive means small, poorly fitted or top-dose-only effect, or effect the other way, or a change in a side signal; inactive means no such curve, though single readings can be large or run the other way; the % refers to the signal ratio; further: potency means the concentration at half of the fitted maximal effect; on the % scale 0 is the no-effect control and ±100 the full control effect
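Compounds (final 92 nM to 58 uM) are added to His-tagged MBNL1 and biotin-(CUG)12, then terbium anti-His antibody and streptavidin-XL665 (5 nM final). After 60 min at room temperature, the 665/545 nm ratio is read.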
GALK inhibitor: qHTS Assay for Inhibitors of Human Galactokinase (GALK) | Potency, µM (highest dose often 57.5 µM), for the others: top-dose activity change, negative = inhibition, actives largely listed as inhibitors | 270,000 tested, 0.007% active | P51570 | Purified GALK, Kinase-Glo residual ATP luminescence; further: potency means the concentration at half of the fitted maximal effect; on the % scale 0 is the no-effect control and ±100 the full control effect
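ATP-depletion format; final 35 uM ATP, 100 uM D-galactose, 5 nM enzyme; pH 8.0 HEPES/Mg2+ buffer; 60 min RT; luminescence read 10 min after detection reagent.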
TSHR antag: Antagonists of the Thyroid Stimulating Hormone Receptor: HTS campaign; 330,000 tested, 0.2% active; AID 504810, 2011; Thyrotropin receptor (Homo sapiens), P16473; TSHR-expressing cells, TSH-stimulated cAMP HTRF, 2 h; stronger effect = lower value; activity change, negative = inhibition, % at 11.5 µM;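 active means activity change below a set negative limit, meaning inhibition stronger than a set level, cut at about -70% in these data; inconclusive means activity change between two set negative limits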; further: on the % scale 0 is the no-effect control and ±100 the full control effect
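Competitive HTRF cAMP read-out (cryptate anti-cAMP antibody, cAMP-d2; 30 min, room temperature) in freshly harvested TSHR cells. Compounds added before TSH at EC80 (4nM final), followed by 2 hours' incubation at 37 deg C.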
ASM inhibitor: Inhibitors of Secretory Acid Sphingomyelinase (S-ASM): qHTS. placental ASM, HMU-PC fluorogenic substrate, 60 min. Potency, µM (titrated, usually from 57.5 µM), for inactives: top-dose activity change, negative = inhibition, most hits filed as inhibitors. 340,000 tested, 0.006% active. AID 504937, 2011; further: potency means the concentration at half of the fitted maximal effect
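Fluorogenic HMU-PC substrate (9 uM final) is turned over by placental ASM in 60 min at 37 C after a 10 min compound preincubation. Reaction ended by alkaline stop (pH 10), with fluorescence read at 386/447 nm.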
Mito fusion act: qHTS Assay for Small Molecule Inhibitors of Mitochondrial Division or Activators of Mitochondrial Fusion; 320,000 tested, 0.23% active; S. cerevisiae fusion-defective mutant growth rescue, CellTiterGlo 48 h; Potency, µM (titrated, usually from 46.1 µM), inactives show at the highest dose growth rescue (activation), usual class: activators;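 further: potency means the concentration at half of the fitted maximal effect; % of control where 0% means no effect; nearly all actives have a fitted effect of over 45% in size; temperature-sensitive fusion mutants such as fzo1-1 at 37 °C on non-fermentable ethanol glycerol medium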
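Growth-rescue viability read-out: after 48 h at the non-permissive 37C in glycerol/ethanol YPEG, yeast mitochondrial fusion mutants are measured by CellTiterGlo luminescence; compounds (23 nl pinned per well) restoring growth score as division inhibitors or fusion activators.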
Menin MLL FP TR: qHTS Assay for Inhibitors Targeting the Menin-MLL Interaction in MLL Related Leukemias: Competition With Texas Red Labeled MLL-derived Mutant Peptide; O00255; Menin + Texas Red MLL mutant peptide, fluorescence polarization; Potency, µM (highest dose often 61.6 µM), without a hit: at the highest dose FP activity change, negative = inhibition, usual class: inhibitors; 270,000 tested, 0.23% active; AID 1768, 2009; active means well fitted inhibition curve with a large enough effect in the polarisation, with a control signal flat, not every such curve was filed as active; inconclusive means small, poorly fitted or top-dose-only effect, or effect the other way, or a change in a side signal; inactive means no such curve, though single readings can be large or run the other way; the % refers to the polarisation; further: potency means the concentration at half of the fitted maximal effect; % of control where 0% means no effect; many of its hits are not listed in these tables
USP2a block: qHTS Assay for Inhibitors of Ubiquitin-specific Protease USP2a Using CHOP2 as the Reporter; Ubiquitin carboxyl-terminal hydrolase 2 (Homo sapiens), O75604; USP2 core, Ub-CHOP2 coupled fluorogenic reporter, 485/531; Potency, µM (highest dose often 38.3 µM), inactives show at the highest dose activity change, negative = inhibition, usual class: inhibitors; 330,000 tested, 0.01% active;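 further: potency means the concentration at half of the fitted maximal effect; plate controls were DMSO wells for no effect and full inhibition by NEM control for full effect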
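USP2 core (10nM final) preincubated 30min RT with compound in 20mM Tris-HCl pH 8.0, 2mM CaCl2, 2mM beta-mercaptoethanol, 0.05% CHAPS; 25nM Ub-CHOP2 plus 25nM reporter substrate added, fluorescence (Ex485/Em531) read after 60min.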
PKM2 activator: qHTS Assay for Activators of Human Muscle isoform 2 Pyruvate Kinase; Pyruvate kinase PKM (Homo sapiens), P14618; purified PKM2, Kinase-Glo ATP luminescence, activation; response scale: 0% is enzyme alone, no compound; Potency, µM (top dose mostly 57.5 µM), for the others: top-dose activation, most hits filed as activators; 260,000 tested, 0.34% active; further: potency means the concentration at half of the fitted maximal effect; on the % scale 0 is the no-effect control and ±100 the full control effect; nearly all actives have a fitted effect of over 55% in size
Target sequence (P14618 whole entry, looked up, canonical isoform): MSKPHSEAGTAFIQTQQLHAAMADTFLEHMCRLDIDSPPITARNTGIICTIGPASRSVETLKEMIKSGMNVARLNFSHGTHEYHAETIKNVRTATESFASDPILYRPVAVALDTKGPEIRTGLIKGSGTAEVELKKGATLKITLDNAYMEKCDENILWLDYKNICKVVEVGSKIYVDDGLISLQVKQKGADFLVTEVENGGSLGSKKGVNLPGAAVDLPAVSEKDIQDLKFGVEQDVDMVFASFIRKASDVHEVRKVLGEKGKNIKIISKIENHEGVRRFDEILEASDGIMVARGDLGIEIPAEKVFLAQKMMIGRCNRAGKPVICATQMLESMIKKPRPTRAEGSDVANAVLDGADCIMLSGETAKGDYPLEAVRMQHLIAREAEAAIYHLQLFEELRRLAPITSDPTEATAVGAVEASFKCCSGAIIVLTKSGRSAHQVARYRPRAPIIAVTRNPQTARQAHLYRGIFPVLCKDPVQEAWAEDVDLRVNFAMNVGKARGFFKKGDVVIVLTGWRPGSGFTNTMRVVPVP
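Purified hPK-M2 (>95%) run at intermediate activity with 0.1 mM ADP and 0.5 mM PEP in 50 mM imidazole pH 7.2, KCl, MgCl2; 1 h room temperature. ATP formed read by Kinase-Glo luminescence; normalized to uninhibited and no-enzyme controls.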
* marks the source's active call; other numbers are inactive results; ? = inconclusive; . = no result given. Unless noted, the call rests on the fitted dose curve; in most records, active means well fitted curve in the direction sought with a large enough effect; inconclusive means small, poorly fitted or top-dose-only effect, or another doubt; inactive means no such curve, though single readings can be large; an effect the other way counts as inactive or inconclusive. An excerpt (hit frequency here may not be typical).

SMILES	Chronic BCR inh	hERG WT inh	Eya2 phos inh	MBNL1-CUG inh	GALK inhibitor	TSHR antag	ASM inhibitor	Mito fusion act	Menin MLL FP TR	USP2a block	PKM2 activator
COc1cccc(CC(=O)N[C@@H](CCSC)c2nc3ccccc3[nH]2)c1	2.0%	-18.8	-3.7%	-0.7%	-0.5%	-3.6	2.3%	3.3%	8.3%	1.9%	1.7%
O=C(c1cnc2c(c1)COc1ccc(Cl)cc1-2)c1ccccc1O	-4.8%	-12.2	1.7%	-9.5%	-3.4%	-9.1	-4.9%	-2.2%	13.1%	-0.7%	3.3%
CN(C)S(=O)(=O)c1ccc(Cl)c(NC(=O)COC(=O)CN2C(=O)C3CCCCC3C2=O)c1 (stereo not drawn)	3.0%	-6.8	-3.7%	-0.8%	-1.5%	-11.6	0.4%	-2.8%	-7.1%	1.1%	0.4%
O=C(CCN1C(=O)/C(=C/C=C/c2ccccc2)SC1=S)Nc1ccccn1	?	-2.4	-1.8%	18.7%	-1.6%	-7.6	-1.4%	10.0%	7.3%	-5.0%	-0.1%
COc1ccc(C2CC(c3cccs3)=NN2C(=O)COC(=O)c2cncc(Br)c2)cc1OC (stereo not drawn)	-0.8%	-2.5	-8.9%	6.9%	1.3%	-4.9	-5.1%	3.1%	3.2%	-1.6%	2.3%
COc1ccc(NC(=O)CN(C)C(=O)c2sc3ccccc3c2Cl)cc1	-1.7%	8.9	17.3%	.	.	10.3	-1.4%	-8.0%	.	0.6%	.
CC(C)NC(=O)Nc1ccc2c(c1)C(=O)N([C@H](C)CO)C[C@H](C)[C@@H](CN(C)S(C)(=O)=O)O2	-0.5%	-13.2	12.9%	.	.	2.1	2.0%	.	.	6.8%	.
CC(C)OC(=O)CCC/C=C\C[C@@H]1[C@@H](CC[C@@H](O)CCc2ccccc2)[C@H](O)C[C@@H]1O	-27.1%	.	-8.7%	-12.1%	-0.5%	-4.3	.	21.9%	?	2.9%	4.5%
Cc1ccc(OCCSc2ncnc3nc[nH]c23)cc1	?	-4.3	7.3%	0.3%	1.4%	-8.9	-4.6%	10.4%	-7.8%	0.3%	2.1%
COc1ccccc1CNS(=O)(=O)c1cc2c3c(c1)CCN3C(=O)CC2	?	-2.5	12.6%	.	.	3.1	2.4%	2.0%	.	1.9%	.
Cc1ccc(-n2nc3c(c2NC(=O)c2ccc4c(c2)OCO4)CS(=O)(=O)C3)cc1C	-11.4%	26.3	1.3%	-1.5%	-0.7%	14.3	-2.4%	0.8%	.	-1.2%	-0.5%
O=C(NCc1cccc(CNC(=O)Nc2cccc(O)c2)c1)Nc1cccc(O)c1	?	8.9	3.0%	-8.9%	7.9%	-3.0	-7.0%	4.0%	17.3%	0.5%	.
O=C(COC(=O)C1=COCCO1)Nc1cccc(S(=O)(=O)N2CCOCC2)c1	2.1%	1.9	1.4%	16.5%	0.3%	-8.6	-0.2%	1.7%	.	1.9%	6.1%
CCOC(=O)CCCCCC(=O)Nc1ccc2c(c1)CC(=O)N([C@H](C)CO)C[C@H](C)[C@H](CN(C)S(=O)(=O)c1ccc(OC)cc1)O2	-0.1%	6.2	0.4%	.	.	5.8	-0.9%	.	.	0.4%	.
COc1cc(C(=O)N(Cc2ccc(F)cc2)C2CCS(=O)(=O)C2)cc(OC)c1OC (stereo not drawn)	-1.1%	2.6	18.1%	12.3%	-0.6%	-0.4	0.1%	4.7%	-0.8%	-1.5%	1.0%
O=C(NN1CCOCC1)c1ccc(F)cc1	0.6%	-11.3	11.3%	1.3%	-0.7%	-0.6	5.2%	3.4%	0.2%	2.9%	3.4%
COc1ccc(N2C(=O)C(F)(F)C2c2ccc(C)cc2)cc1OC (stereo not drawn)	0.0%	-8.9	-16.6%	-3.6%	-0.6%	-14.7	-1.2%	5.7%	-3.6%	-2.2%	1.2%
O=C(N/N=C/c1cccs1)C1COc2ccccc2O1 (stereo not drawn)	?	23.3	19.4%	?	0.1%	10.0	0.7%	-2.1%	11.4%	0.9%	-14.1%
Cc1ccc(-c2ccnc3c(Cl)c(C)nn23)cc1	?	-2.2	0.1%	7.1%	-1.4%	-2.0	32.5%	-0.3%	15.2%	1.5%	.
CN(CC(=O)Nc1cccc(F)c1)CC(=O)Nc1cccc2ccccc12	-11.4%	-10.5	-6.2%	.	.	.	-4.4%	.	.	-8.7%	.
COc1ccc(C2(C(=O)NC(C)C)CCCC2)cc1OC	?	5.3	0.7%	-2.5%	1.1%	4.2	2.4%	2.1%	?	0.1%	7.1%
Cc1ccc(S(=O)(=O)NCCC(=O)N2CC(C)OC(C)C2)cc1 (stereo not drawn)	-1.6%	-3.7	-3.9%	.	.	.	0.0%	-4.1%	.	0.2%	.
NC(=S)N/N=C/c1ccccc1OCCSc1ccc(Cl)cc1	-8.4%	4.9	-13.2%	-12.2%	2.1%	-38.2	-5.7%	18.4%	12.0%	-3.6%	-16.2%
O=c1c2ccccc2c(C=NCCO)c(O)n1-c1ccccc1	12.9%	-3.6	-25.1%	?	0.3%	-1.9	20.5%	-5.8%	15.9%	-0.2%	-2.0%
CCOc1ccc(S(=O)(=O)Nc2cccc(C(=O)NCC3CCCO3)c2)cc1 (stereo not drawn)	0.7%	7.4	9.5%	.	.	-7.8	1.2%	-4.8%	.	-1.7%	.
C=CCN1C(=O)c2ccc(C(=O)N(C)CC(=O)Nc3ccc(Br)cc3C)cc2C1=O	-4.7%	0.9	9.2%	.	.	-5.3	-0.6%	-4.1%	.	0.2%	.
COc1ccc(C(C)=O)cc1CC(=O)Nc1cccc(S(=O)(=O)N2CCOCC2)c1	?	1.4	-2.5%	.	.	-6.7	-3.9%	4.1%	.	-1.1%	.
Cc1ccc(NC(=O)c2ccc3c(c2)OCCO3)cc1C	?	-4.4	3.3%	-0.1%	-3.7%	-7.7	-1.7%	6.7%	?	1.1%	-17.2%
CCOc1ccc(N2CC(C(=O)NCC(=O)Nc3ccc(F)c(F)c3F)CC2=O)cc1 (stereo not drawn)	-0.2%	-3.4	8.8%	.	.	20.7	-1.6%	-2.8%	.	0.5%	.
O=C(NCc1ccccc1)N1CCC(CO)(Cc2cccc(F)c2)CC1	3.6%	-2.0	-17.7%	-5.6%	-1.2%	-7.2	2.3%	1.8%	.	8.5%	-2.8%
COc1cc(/C=N/NC(=O)c2ccc(F)cc2)ccc1OC(=O)c1ccco1	?	9.7	-11.6%	.	0.1%	-1.6	-1.9%	-12.4%	5.5%	4.0%	-2.5%
CCC(C)(C(=O)NC1CCCC1)N(C(=O)CC1NC(=O)NC1=O)c1c(C)n(C)n(-c2ccccc2)c1=O (stereo not drawn)	-13.8%	-2.8	-14.4%	-2.0%	0.8%	13.0	0.8%	3.0%	-1.1%	1.8%	-2.5%
O=C(c1ccc(F)cc1F)N1CCC(N2CCC(C(=O)N3CCOCC3)CC2)CC1	2.5%	-7.7	1.1%	-5.0%	3.5%	5.1	6.6%	-2.6%	2.6%	1.1%	.
